Screens (PubChem BioAssay)
APEX1 inh: blocks human APE1 abasic DNA cleavage | AID 2517 | 350,000 tested, 0.35% active | Potency, µM (series often up to 65.8 µM), inactives show top-dose activity change, negative = inhibition, most hits filed as inhibitors | recombinant APE1, TAMRA/BHQ-2 abasic DNA cleavage fluorescence | P27695;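 further: plate controls were vehicle for no effect and reference inhibitor for full effect; nearly all actives have a fitted effect of over 55% in size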
Target sequence (P27695 whole entry, looked up): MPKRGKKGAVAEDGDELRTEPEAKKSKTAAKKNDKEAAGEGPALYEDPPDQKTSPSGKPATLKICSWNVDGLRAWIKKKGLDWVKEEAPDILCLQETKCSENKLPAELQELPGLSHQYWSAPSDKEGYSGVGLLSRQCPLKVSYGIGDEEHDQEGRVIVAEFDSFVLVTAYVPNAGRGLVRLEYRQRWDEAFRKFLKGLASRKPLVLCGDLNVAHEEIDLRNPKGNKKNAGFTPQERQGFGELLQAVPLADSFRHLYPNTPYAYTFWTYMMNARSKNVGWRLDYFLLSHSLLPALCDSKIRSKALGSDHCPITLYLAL
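Endonuclease cleavage of a quenched abasic-site DNA duplex (50 nM) by APE1 (0.75 nM) was tracked by TAMRA dequenching. Compounds were preincubated with enzyme 15 min at room temperature; data normalized to buffer-only and DMSO wells plus NSC13755 control.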
Pol kappa inh: blocks human DNA polymerase kappa activity; AID 588579; 400,000 tested, 0.53% active; Potency, µM (top dose mostly 107 µM), for inactives: top-dose activity, negative = inhibition, most hits filed as inhibitors; Q9UBT6; purified Pol kappa, fluorescent DNA synthesis assay, 10 min; further: on the % scale 0 is the no-effect control and ±100 the full control effect
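Readout: fluorescence, taken kinetically at 0 and 10 min. Conditions: 10 nM Pol kappa, 15 min RT compound preincubation, 50 nM substrate final. Controls: enzyme-free buffer wells.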
POLB inh: inhibitors of human DNA polymerase beta. P06746. Pol beta primer extension/strand displacement, fluorescence kinetic. Potency, µM (highest dose often 114 µM), for the others: top-dose activity change, negative = inhibition, hits mostly inhibitors. 340,000 tested, 1.3% active. AID 485314; further: on the % scale 0 is the no-effect control and ±100 the full control effect
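Reaction started by 50 nM substrate onto compound-treated Pol beta (10 nM, 15 min preincubation, room temperature); plates read at 0 min and 10 min. Normalized concentration-effect data fitted by four-parameter Hill equation.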
BAZ2B inh: blocks human BAZ2B; Q9UIF8; AlphaScreen BAZ2B-H3K14Ac peptide displacement; Potency, µM (doses to about 114 µM), without a hit: at the top dose activity change, negative = inhibition, most hits filed as inhibitors; 360,000 tested, 4.4% active; further: on the % scale 0 is the no-effect control and ±100 the full control effect; nearly all actives have a fitted effect of over 60% in size
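AlphaScreen displacement: compounds (up to 110uM) incubated 30 min at room temperature with a preformed 50 nM BAZ2B/50 nM biotinylated H3K14Ac peptide complex in PBS pH 7.4 with Tween-20. Donor and acceptor beads at 10 ug/mL final added, 20 min light-protected before reading.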
G9a inh: inhibitors of human histone lysine methyltransferase G9a; Potency, µM (series often up to 102 µM), without a hit: at the top dose activity, negative = inhibition, hits mostly inhibitors; G9a H3K9 monomethylation, AlphaScreen, 2 h; AID 504332; Q96KQ7; 350,000 tested, 8.8% active; further: on the % scale 0 is the no-effect control and ±100 the full control effect; nearly all actives have a fitted effect of over 75% in size
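Methyltransferase reactions run at room temperature for 2 h (20 nM enzyme, 500 nM biotin-H3K9 peptide, 20 uM SAM) after a 15 min compound preincubation; product detected by AlphaScreen beads and anti-H3K9me1 antibody.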
BLM helicase inh: inhibitors of human Bloom syndrome helicase BLM; P54132; recombinant BLM DNA unwinding, fluorescence dequenching; Potency, µM (top dose mostly 56.1 µM), inactives show top-dose activity change, negative = inhibition, actives largely listed as inhibitors; 350,000 tested, 0.2% active;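 further: plate controls were vehicle for no effect and no enzyme for full effect; nearly all actives have a fitted effect of over 35% in size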
Apoferritin bind: candidate novel general anesthetic via apoferritin binding; P02791; apoferritin/1-aminoanthracene competitive binding, fluorescence; Potency, µM (series often up to 77.5 µM), for the others: top-dose activity change, negative = displacement, usual class: inhibitors; 350,000 tested, 0.074% active; further: on the % scale 0 is the no-effect control and ±100 the full control effect; nearly all actives have a fitted effect of over 20% in size
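Read-out: endpoint 1-AMA fluorescence, excitation 380 nm and emission 535 nm, after compounds sit 10 min at room temperature with 10 uM horse-spleen apoferritin in 50% saturated 1-AMA/PBS. Values come from four-parameter Hill fits.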
Pol iota inh: DNA polymerase iota (human) inhibition | Pol iota fluorescent replication assay, 10 min | AID 588590 | Q9UNA4 | 390,000 tested, 1% active | Potency, µM (highest dose often 115 µM), for the others: at the highest dose activity, negative = inhibition, actives largely listed as inhibitors
Target sequence (Q9UNA4 whole entry, looked up): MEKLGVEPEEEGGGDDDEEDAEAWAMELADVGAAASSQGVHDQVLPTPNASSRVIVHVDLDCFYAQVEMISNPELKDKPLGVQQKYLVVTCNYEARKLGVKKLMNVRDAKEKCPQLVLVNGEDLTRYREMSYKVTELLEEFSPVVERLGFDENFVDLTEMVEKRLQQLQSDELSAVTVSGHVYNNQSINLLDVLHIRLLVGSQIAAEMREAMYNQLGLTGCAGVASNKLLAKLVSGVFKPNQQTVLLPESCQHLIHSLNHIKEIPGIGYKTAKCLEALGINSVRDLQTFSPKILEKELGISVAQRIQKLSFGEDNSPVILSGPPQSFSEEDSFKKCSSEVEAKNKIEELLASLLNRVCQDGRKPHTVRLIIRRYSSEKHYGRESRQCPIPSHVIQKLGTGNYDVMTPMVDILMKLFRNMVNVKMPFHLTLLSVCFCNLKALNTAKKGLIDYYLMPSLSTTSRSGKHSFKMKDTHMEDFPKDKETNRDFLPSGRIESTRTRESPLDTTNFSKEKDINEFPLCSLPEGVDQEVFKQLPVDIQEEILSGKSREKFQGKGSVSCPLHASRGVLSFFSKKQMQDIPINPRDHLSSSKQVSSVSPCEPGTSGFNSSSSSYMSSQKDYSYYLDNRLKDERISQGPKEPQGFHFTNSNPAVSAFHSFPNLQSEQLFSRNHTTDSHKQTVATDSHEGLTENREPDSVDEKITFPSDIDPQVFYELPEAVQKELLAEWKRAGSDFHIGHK
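Pol iota at 10 nM preincubated 15 min with compounds at room temperature; reaction started with fluorescent substrate, 50 nM final. Fluorescence read kinetically at 0 and 10 min; buffer-only wells as negative control.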
POLH inh: blocks human DNA polymerase eta activity; AID 588591; 390,000 tested, 1.2% active; recombinant Pol eta, fluorescent DNA replication assay; Q9Y253; Potency, µM (titrated, usually from 114 µM), for inactives: at the top dose activity change, negative = inhibition, usual class: inhibitors; further: on the % scale 0 is the no-effect control and ±100 the full control effect
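Pol eta at 10 nM preincubated with compounds 15 min at room temperature; reaction started with fluorescent substrate (50 nM final) and read kinetically at 0 and 10 min.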
* = called active by the depositor; ? = inconclusive; / = no result given; & = joins results of further samples; [ ] = remark or other dose. The call rests on the fitted dose curve; in most records, active means well fitted curve in the direction sought with a large enough effect; inconclusive means small, poorly fitted or top-dose-only effect, or another doubt; inactive means no such curve, though single readings can be large; an effect the other way counts as inactive or inconclusive. Potency means the concentration at half of the fitted maximal effect.

Every second line gives: APEX1 inh, Pol kappa inh, POLB inh, BAZ2B inh, G9a inh, BLM helicase inh, Apoferritin bind, Pol iota inh, POLH inh
> COc1cccc(-c2nnc(SCC(=O)N3CCc4ccccc43)o2)c1
 : /, 0%, 10%, -1%, -23%[59 µM], -6%, 3%, 10%, -12%
> CCN(CC)C(=O)CSc1nnc(CCNC(=O)OC(C)(C)C)o1
 : 3%, -21%, 0%, -19%, -1%[0.501 µM], 0%, -7%, -6%, -3%
> COc1cc2c(cc1OC)C(c1ccc(N)cc1)=NNC(=O)C2
 : ?, -5%&-7%[19.4 µM], /, /, -23%[59 µM], -8%, 6%, /, /
> NS(=O)(=O)c1cccc(NC(=O)CCCC2CCCCC2)c1
 : 16%, -5%, 5%, 2%, 12%, -8%, ?, -2%, -19%
> O=S(=O)(Nc1nccs1)c1ccc(NS(=O)(=O)c2cccs2)cc1
 : -1%, 0%, -5%, 12%, 11%[2.33 µM], 3%, -6%, 23%, -12%
> COc1cccc(NC(=O)CS(=O)(=O)Cc2nc(-c3ccc(C)cc3)oc2C)c1
 : 2%, -1%, 64%, -5%, 8%, -2%, -18%, 8%, -11%
> O=C(CSc1nnc(-c2ccccn2)n1Cc1ccccc1)NC1CCCC1
 : -6%, -4%, 7%, 89µM*, -30%, 1%, -12%, 12%, 1%
> O=C(CN(Cc1ccccc1)C(=O)CCC(=O)Nc1nccs1)NCC1CCCO1 (stereo not drawn)
 : 22%, -5%, 24%, -13%, -1%, -2%, -3%, 2%, -13%
> Cc1nn(CC(=O)NCCN2CCOCC2)c(=O)c2ccccc12
 : -3%, 2%, 40%, -2%, -40%, 0%, -15%, 11%, 8%
> COCC(C)NS(=O)(=O)c1ccc(NC(=O)c2ccccn2)cc1 (stereo not drawn)
 : 3%, 4%, -17%, -34%, ?, -2%, 6%, 4%, -15%

Five of the compounds above, tab-delimited.
SMILES	APEX1 inh	Pol kappa inh	POLB inh	BAZ2B inh	G9a inh	BLM helicase inh	Apoferritin bind	Pol iota inh	POLH inh
O=S(=O)(Nc1nccs1)c1ccc(NS(=O)(=O)c2cccs2)cc1	-1%	0%	-5%	12%	11%[2.33 µM]	3%	-6%	23%	-12%
COc1cccc(NC(=O)CS(=O)(=O)Cc2nc(-c3ccc(C)cc3)oc2C)c1	2%	-1%	64%	-5%	8%	-2%	-18%	8%	-11%
O=C(CSc1nnc(-c2ccccn2)n1Cc1ccccc1)NC1CCCC1	-6%	-4%	7%	89µM*	-30%	1%	-12%	12%	1%
O=C(CN(Cc1ccccc1)C(=O)CCC(=O)Nc1nccs1)NCC1CCCO1 (stereo not drawn)	22%	-5%	24%	-13%	-1%	-2%	-3%	2%	-13%
Cc1nn(CC(=O)NCCN2CCOCC2)c(=O)c2ccccc12	-3%	2%	40%	-2%	-40%	0%	-15%	11%	8%

The listing continues:
Every second line gives: APEX1 inh, Pol kappa inh, POLB inh, BAZ2B inh, G9a inh, BLM helicase inh, Apoferritin bind, Pol iota inh, POLH inh
> OCC(O)CSc1nc(-c2ccccc2)nc2c1CCC2 (stereo not drawn)
 : 3%, 5%, 7%, -9%, 20%, -11%, -15%, 13%, -11%
> O=C(CN1C(=O)c2ccccc2S1(=O)=O)NCCc1ccccc1
 : -15%, 9%, 34%, -10%, 12%, 0%, -10%, 44%[activator], -9%
> CC/C(=N\NC(=O)Nc1ccccc1)c1ccccc1
 : ?, -8%, 14%[57.1 µM], 12%, ?, 5%, 1%, 46%[activator], 3%
> O=C(Nc1cccc2ccccc12)c1cn(-c2ccccc2)nc1-c1cccs1
 : -5%, -8%, 4%, -7%, -9%, -11%, 4%, 1%, -6%
> O=C(CC1SC(N2CCCCC2)=NC1=O)Nc1cccc(C(=O)NCc2ccccc2)c1 (stereo not drawn)
 : 4%, -5%, /, /, /, /, /, 88%[activator], -3%
> COc1ccc(C(C)=O)cc1CSc1ccc(S(=O)(=O)N2CCCCC2)cn1
 : 9%, -7%, /, 1%, 20%[2.33 µM], /, /, 0%, -13%
> C=CCn1c(SCC(=O)NCC(=O)OCC)nnc1-c1cccc(OC)c1
 : 2%, -14%, 0%, -4%, -38%[12.7 µM], -2%, -11%, -3%, -9%
> CC(=O)c1cc(C)ccc1OC(=O)CCN1C(=O)C2C3c4ccccc4C(c4ccccc43)C2C1=O (stereo not drawn)
 : 6%, -3%, 43%, 8%, /, -1%, -7%, 2%, -19%
> CN1CCN(c2nc3c(S(=O)(=O)c4ccc(Cl)cc4)nnn3c3ccsc23)CC1
 : /, -19%, -10%, -19%, -7%[59 µM], -1%, -17%, 4%, -12%
> CC/C(=N\Nc1nncc2ccccc12)c1ccc(F)cc1
 : 50%[activator], 5%, -3%, -14%, 40µM*, 1%, -22%, 10%, -11%

Look-ups from above.
CC(=O)c1cc(C)ccc1OC(=O)CCN1C(=O)C2C3c4ccccc4C(c4ccccc43)C2C1=O (stereo not drawn) in Apoferritin bind: -7%
O=C(Nc1cccc2ccccc12)c1cn(-c2ccccc2)nc1-c1cccs1 in Apoferritin bind: 4%
CC/C(=N\Nc1nncc2ccccc12)c1ccc(F)cc1 in POLH inh: -11%
O=C(CN1C(=O)c2ccccc2S1(=O)=O)NCCc1ccccc1 in BLM helicase inh: 0%
CC/C(=N\NC(=O)Nc1ccccc1)c1ccccc1 in Apoferritin bind: 1%
C=CCn1c(SCC(=O)NCC(=O)OCC)nnc1-c1cccc(OC)c1 in APEX1 inh: 2%
CN1CCN(c2nc3c(S(=O)(=O)c4ccc(Cl)cc4)nnn3c3ccsc23)CC1 in Apoferritin bind: -17%

The list goes on:
Every second line gives: APEX1 inh, Pol kappa inh, POLB inh, BAZ2B inh, G9a inh, BLM helicase inh, Apoferritin bind, Pol iota inh, POLH inh
> CCOC(=O)CC(C#N)c1c[nH]c2ccccc12 (stereo not drawn)
 : 0%, -22%, -9%, 5%, 1%[12.7 µM], -5%, -16%, 11%, -6%
> CC(C)Cn1c(=O)c2sccc2n2c(CCCC(=O)NCC(C)c3ccccc3)nnc12 (stereo not drawn)
 : /, 7%, 0%, -9%, 8%[59 µM], 5%, 4%, 21%, 1%
> O=c1cc[nH]c2cc(C(F)(F)F)ccc12
 : 2%, -4%, 11%, ?, 19%[0.501 µM], 2%, 1%, ?, 8%
> c1ccc2c(c1)ncn2CCCCOc1ccc2c(c1)CCC2
 : 4%, -16%, 13%, 28µM*, 8.9µM*, -14%, -19%, -1%, -15%
> O=C(COC(=O)Cc1ccc(F)cc1)NC1CCCC1
 : -7%, -15%, /, 12%, 6%, /, /, 21%, -2%
> O=C1CN(C(=O)c2cnccn2)c2ccccc2N1
 : -3%, -21%, 29%, 1%, ?, -4%, -6%, 2%, 2%
> Cc1noc(C(=O)NCc2cccnc2)c1Cl
 : -3%, -3%, 3%, 3%, -6%[59 µM], 4%, 4%, 5%, -16%
> COC(=O)c1ccc2c(c1)NC(=O)c1ccccc1S2
 : 14%, 9%, 1%, -12%, ?, -6%, 0%, -12%, -8%
> COc1ccccc1CNC(=O)COc1ccc(S(=O)(=O)N2CCOCC2)cc1
 : 17%, -11%, /, -8%, -30%, /, /, 49%[activator], -18%
> CCOc1ccccc1OCC(=O)NNC(=S)NC1CCCCC1
 : -1%, 3%, 0%, -17%, ?, -2%, -9%, 4%, -16%
> CCN(CC(=O)Nc1ccc(NC(C)=O)cc1)CC(=O)Nc1cc(C)on1
 : 7%, ?, /, -11%, 11%[2.33 µM], /, /, -17%, 2%
> CCO[C@H]1OC(C(=O)O)=C[C@@H](c2ccc(C(F)(F)F)cc2)[C@@H]1CCCO
 : 3%, -6%, -1%, -16%, 10%[12.7 µM], 0%, -16%, 0%, -17%
> Cc1cc(Cl)ccc1Oc1nc(-c2ccccc2)ncc1S(C)(=O)=O
 : -1%, -24%, 2%, -1%, -47%, 2%, -7%, 7%, -13%
> CCc1cccc(C)c1NC(=O)Cn1c(NCCO)nc2ccccc21
 : 2%, 2%, 4%, -5%, -22%, 5%, 1%, 3%, -17%
> N#Cc1c(N)nc2c3c(sc(=N)c2c1N)NC(=O)CC3c1ccccc1Cl (stereo not drawn)
 : -11%, ?, 18%, -23%, -3%, 0%, -5%, 2%, 16%
> Cc1ccc(NC(=O)Cn2cc(C=O)c3ccccc32)cc1C
 : -12%, -10%, ?, 7%, 38%[activator], -1%, -14%, -11%, 3%
> Cc1ccc(C)c(C(=O)CCC(=O)Nc2ccc(F)cc2)c1
 : 9%, -16%, 18%, 6%, 7%, -4%, -6%, 103%[activator], 0%
> CCOc1cc(N2CCOCC2)c(OCC)cc1NC(=O)Cc1cn2ccsc2n1
 : 1%, -3%, 0%, -33%, -20%, -1%, -16%, 0%, -18%
> Cc1cccc(C)c1N1CCN(S(=O)(=O)c2ccc(F)cc2)CC1
 : -5%, -11%, -17%, 10%, 21%[59 µM], -3%, 3%, 10%, -12%
> Cc1ccc(Cn2cc(C(=O)c3ccc(F)cc3)c(=O)c3cc4c(cc32)OCCO4)cc1
 : -2%, -3%&19%, 31%&3%[activator], -14%&-10%, 1%[59 µM], -3%&-2%, -13%&-18%, 32%&-9%[activator], -13%&-7%
> CCSc1ccccc1C(=O)Nc1cccc(OC)c1
 : 2%, -2%, -1%, -27%, ?, -3%, -24%, 19%, -20%

The list is partial. The share of hits here may be higher or lower than overall.
